ARNT-TACC3 inh: disrupts binding between human ARNT and TACC3. inhibition, % at 9.99 µM. AID 623870. Q9Y6A5. 390,000 compounds, 0.66% hits. AlphaScreen His-ARNT PAS-B/GST-TACC3 binding, luminescence; TACC3 fragment carries E629A point mutation;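 active means mean inhibition of replicates at least 50% and at least half of replicates each reaching 50%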;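 further: 0% = complete ARNT plus TACC3 wells and 100% = ARNT alone without TACC3; many hits fall short of the cut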
* hit, by the source's call; & = joins results of further samples.

| SMILES | ARNT-TACC3 inh |
| --- | --- |
| O=C(Cn1cnc2ccccc21)Nc1ccc(C(=O)O)cc1 | 21 |
| O=C(c1cccnc1)N1C2C=CC(C2)C1(C(F)(F)F)C(F)(F)F (stereo unspecified) | -10 |
| CC(C)c1ccc(NC(=O)COC(=O)C2=COCCO2)cc1 | -9 |
| Nc1n[nH]c(-c2ccc(Br)cc2)c1Cl | 0 |
| COc1ccc2nc(SCC(=O)Nc3cc(C)on3)[nH]c2c1 | -4 |
| Cc1nc2sc3c(NCc4ccco4)ncnc3c2c2c1COC(C)(C)C2 | -5 |
| O=C(c1ccccc1)N(CCN1CCOCC1)C1(C(=O)Nc2ccccc2)CCCCC1 | -5 |
| N#CCCN1CCN(S(=O)(=O)c2ccc3c(c2)OCCCO3)CC1 | -7 |
| Cn1c(C(=O)N2CCOCC2)cnc1Sc1ncc(C(F)(F)F)cc1Cl | -2 |
| CCC(C)(C)n1nnnc1C(c1ccccn1)N1CCCCC1 (stereo unspecified) | -6 |
| Cc1ccc2oc(NC(=O)N3CCOCC3)cc(=O)c2c1 | 20 |
| CCOC(=O)c1c(C)oc2c1cc(O)c1ccccc12 | 5 |

Reprinted from the part before: seven entries; new compounds follow.
| SMILES | ARNT-TACC3 inh |
| --- | --- |
| Cc1nc2sc3c(NCc4ccco4)ncnc3c2c2c1COC(C)(C)C2 | -5 |
| O=C(c1ccccc1)N(CCN1CCOCC1)C1(C(=O)Nc2ccccc2)CCCCC1 | -5 |
| N#CCCN1CCN(S(=O)(=O)c2ccc3c(c2)OCCCO3)CC1 | -7 |
| Cn1c(C(=O)N2CCOCC2)cnc1Sc1ncc(C(F)(F)F)cc1Cl | -2 |
| CCC(C)(C)n1nnnc1C(c1ccccn1)N1CCCCC1 (stereo unspecified) | -6 |
| Cc1ccc2oc(NC(=O)N3CCOCC3)cc(=O)c2c1 | 20 |
| CCOC(=O)c1c(C)oc2c1cc(O)c1ccccc12 | 5 |
| NC(=O)c1c(NC(=O)CN2CCCC2)sc2c1CCCC2 | -8 |
| O=C(NCc1ccc2c(c1)OCO2)c1cc2ccccc2o1 | -6 |
| COC(=O)c1ccc(NC(=S)NCCc2cccc(C)c2)cc1 | -5 |
| O=C(Nc1ccccc1F)c1ccc(S(=O)(=O)NCC2CCCO2)cc1 (stereo unspecified) | 1 |
| O=C(CSc1nnc(-c2cccs2)o1)N1CCOCC1 | -5 |
| O=C(CN1CCOCC1)Nc1nc2ccc(Br)cc2s1 | 1 |
| Cc1ccc(NC(=S)NCc2ccccn2)cc1 | 5 |
| Cc1ccn(S(=O)(=O)c2ccc(C(C)(C)C)cc2)n1 | -8 |
| CCOc1cc(C(=O)NC)cc(OCC)c1OCC | -4 |
| CC(=O)Nc1ccc2c(c1)ncn2C | -3 |
| CCCCN(CC)Cc1c(C)[nH]c2ccccc2c1=O | -3 |
| CCOC(=O)c1c(NC(=O)CSc2nnc(C)s2)sc2c1CCN(C)C2 | 12 |
| C=CCSc1ncc(C#N)c(N)n1 | -2 |
| O=C(C1CCN(C2CC(=O)N(c3ccc(F)cc3)C2=O)CC1)N1CCOCC1 (stereo unspecified) | 4 |
| Cc1ccc(NC(=O)CCc2nc3sc4c(c3c(=O)[nH]2)CCCC4)c(Br)c1 | -7 |
| Cc1ccccc1NC(=O)C1CC(=O)N(c2ccc3c4c(cccc24)CC3)C1 (stereo unspecified) | -1 |
| CCOC(=O)C1CCCN(C(=O)c2cnn3c(C(F)F)cc(-c4ccc(C)cc4)nc23)C1 (stereo unspecified) | -18 |
| Cc1c(C(c2ccc([N+](=O)[O-])cc2)c2c(C)n(C)n(-c3ccccc3)c2=O)c(=O)n(-c2ccccc2)n1C | 3 |
| O=C(CCSc1nc2ccccc2o1)N1CCOCC1 | -4 |
| O=C1C(=O)N(CCN2CCOCC2)C(c2ccc(Cl)cc2)/C1=C(/O)c1ccc(S(=O)(=O)N2CCOCC2)cc1 (stereo unspecified) | -3 |
| O=C(O)CC(C(=O)O)c1cn(Cc2ccccc2)c2ccccc12 (stereo unspecified) | -5 |
| COc1ccc(C2C(C(C)=O)=C(O)C(=O)N2C)c(OC)c1 (stereo unspecified) | -2 |
| O=C(NC1CCCCC1)C(c1ccco1)N(Cc1cccnc1)C(=O)C1COc2ccccc2O1 (stereo unspecified) | -11 |
| Cc1cc(N)ccc1NC(=O)c1ccccc1 | 0 |
| CCOC(=O)c1ccccc1NC(=O)c1cccc(F)c1 | -7 |
| Cn1c(=O)[nH]c(=O)c2c1nc1n2CCCN1CCc1ccccc1 | 1 |
| CC1CCCN(CC(O)COCC2COc3ccccc3O2)C1 (stereo unspecified) | -9 |
| Cn1c(=O)c2c(nc(N3CCCCC3)n2CCCNC2=NCCCC2)n(C)c1=O | 7 |
| COc1cccc(C2CC(c3ccccc3Cl)n3nnnc3N2)c1 (stereo unspecified) | 4 |
| CCOc1cc(C2CC(=O)c3c(ccc4ccccc34)N2)ccc1O (stereo unspecified) | -4 |
| CCc1nnc(NC(=O)CSc2nnc(-c3ccoc3C)n2CC(C)C)s1 | -1 |
| COC(=O)c1ccc(CSc2ncnc3c2sc2nc(N4CCOCC4)c4c(c23)CCCC4)o1 | 2 |
| CCOC(=O)CC(=O)CSc1nc2sc(C)cc2c(=O)n1Cc1ccco1 | 1 |
| COCc1[nH]nc2c1C(C1C=CCCC1)C(C#N)=C(N)O2 (stereo unspecified) | 3 |
| C=CCn1cc(C(=O)OC)c(=O)c2cc(S(=O)(=O)N3CCC(C)CC3)ccc21 | -11 |
| NS(=O)(=O)c1ccc(NCc2c(F)cccc2Cl)cc1 | -6 |
| COc1cccc(NC(=O)Cc2c(C(=O)O)[nH]c3ccccc23)c1 | -2 |
| CCOC(=O)CC(=O)CSc1nc(-c2cccnc2)cc(C)c1C#N | 2 |
| NS(=O)(=O)c1ccc(CCNC(=O)C2CCCN2C(=O)OCc2ccccc2)cc1 (stereo unspecified) | 15&-28 |
| COC(=O)c1ccc(Oc2nc(NC(C)C)nc(SC)n2)cc1 | -5 |
| N#CCCn1cc(/C=N/O)c(-c2ccc(Cl)cc2)n1 | 0 |
| N#Cc1c(N)nc(SCC(=O)OCc2ccccc2)c(C#N)c1-c1ccco1 | -5 |
| O=C(Cn1c(C(=O)NCCCN2CCOCC2)cc2sccc21)c1ccccc1 | 8 |
| CCCCC(=O)Nc1cccc(NC(=O)c2ccc(Br)o2)c1 | 8 |
| CC1CCN(C(=S)NCCc2ccccc2)CC1 | -3 |
| CCC(C)(C)NC(=O)CN(C(=O)CCC(=O)Nc1ccccn1)c1ccc(F)c(Cl)c1 | -2 |
| CCOc1cc(CNC(=O)CN2C(=O)c3ccccc3S2(=O)=O)ccc1OC | -4 |
| CCOc1ccc(CCNC(=O)C2CCCN(c3nn4c(=O)cc(C)nc4s3)C2)cc1OCC (stereo unspecified) | -4 |
| CCN(CC)CCCNC(=O)C1c2ccccc2C(=O)N(C)C1c1ccc(OC)cc1 (stereo unspecified) | -4 |
| CC1CCC/C(=N\NC(=S)NCc2ccccc2)C1 (stereo unspecified) | 4 |
| CCOC(=O)CC(=O)Nc1nc2ccccc2s1 | -2 |
| S=C(Nc1ccc(Cl)c(Cl)c1)NC1CCN(Cc2ccccc2)CC1 | 13 |
| N#CCSc1nnc(Nc2ccccc2)s1 | -5 |
| N#Cc1nc(COc2ccc(Br)cc2)oc1N1CCCC1 | 23 |
| O=c1c2[nH]c3ccccc3c2ncn1C1CCCCC1 | -4 |
| Cc1ccc(OCC(=O)NCCN2CCOCC2)cc1C | -6 |
| Cn1c(=O)[nH]c(=O)c2c1nc(CN(Cc1ccccc1)Cc1ccccc1)n2CCN1CCOCC1 | -29 |
| NC(=O)c1ccc(-n2nnnc2SCc2ccccc2)cc1 | 0 |
| Cn1c(=O)c2[nH]c(CNCc3ccccc3Cl)nc2n(C)c1=O | 21 |
| O=C(CCc1nc2ccccc2[nH]1)Nc1ccc(F)cc1 | -15 |

Some values from above.
Under ARNT-TACC3 inh, NC(=O)c1ccc(-n2nnnc2SCc2ccccc2)cc1 reads 0
Under ARNT-TACC3 inh, Cc1ccc(OCC(=O)NCCN2CCOCC2)cc1C reads -6

Additional records follow:
| SMILES | ARNT-TACC3 inh |
| --- | --- |
| CCCn1c2c(c(O)c(C(=O)Nc3ccc(OC)cc3)c1=O)CCCC2 | 1 |
| O=S(=O)(Nc1ccc(S(=O)(=O)N2CCCCC2)cc1)c1ccc(Br)s1 | -3 |
| Cc1c(NC(=O)N2CCCCCC2)c(=O)n(-c2ccccc2)n1C | -1 |
| CC(C)(C)C(=O)Nc1ccc(-c2cn3ccsc3n2)cc1 | -7 |
| Nc1ccccc1SCC(=O)N1CCc2ccccc21 | 13 |
| O=c1cc2oc3cc(O)c(O)cc3c(-c3ccccc3O)c-2cc1O | 25 |
| O=c1c2ccccc2nc(SCc2nnc(-c3ccccc3Br)o2)n1Cc1ccco1 | -15 |
| COc1ccc(-n2nc(C(=O)NCC(=O)NCc3ccco3)c3ccccc3c2=O)c(OC)c1 | -7 |
| COc1ccc(C(=O)NN2C(=O)C3CCC(C)(C2=O)C3(C)C)cc1 (stereo unspecified) | -25 |
| COc1ccccc1C1CC(c2ccc(Cl)cc2)Nc2ncnn21 (stereo unspecified) | -40 |
| COc1ccc2c(c1O)Cc1ccccc1C2=O | -1 |
| CC(C)(C)NC(=O)CSc1nc(O)cc(=O)n1-c1ccccc1F | -2 |
| CCCCOC(=O)Cn1c(=N)n(CCC)c2ccccc21 | -3 |
| Cc1nc(-c2cnn(-c3ccccc3)c2)c2cc(C)oc2n1 | 15 |
| Cc1cc(C(=O)N/N=C\c2cc(C(C)(C)C)ccc2O)n[nH]1 | 43 |
| COc1ccc2c(c1)C(=O)N(c1ccccc1)C(=O)C2 | -3 |
| CCOC(=O)C1CCCN(C(=O)CN2C(=O)C(CC)Oc3ccc(C)cc32)C1 (stereo unspecified) | -7 |
| N#Cc1ccsc1NC(=O)CN1CCN(c2ccccn2)CC1 | -5 |
| N#Cc1c(N2CCCCC2)nc(N2CCCCC2)c2c1CCN(Cc1ccccc1)C2 | -4 |
| Cc1ccc(Nc2c3c(nc4ncnn24)CC(C)CC3)cc1 (stereo unspecified) | -1 |
| OC(COCc1cccs1)CN1CCCCCC1 (stereo unspecified) | 35 |
| CN(c1ccccc1)S(=O)(=O)c1cccc(NC(=O)Cn2cnc3ccccc3c2=O)c1 | 4 |
| FC(F)(F)c1cc(Sc2ccccc2)nc(-c2ccccn2)n1 | -9 |
| CSCC[C@H](NC(=O)OC(C)(C)C)c1nnc(SCc2cccc(F)c2)o1 | -2 |
| CCCOc1ccc(-c2nn(-c3ccccc3)cc2/C=C2\SC(=S)N(C3CCS(=O)(=O)C3)C2=O)cc1 (stereo unspecified) | 4 |
| c1ccc2c(c1)C(=NC1CCCCC1)NC2=NC1CCCCC1 | -4 |
| Cc1cccc(NC(=O)c2cc(-c3ccco3)nc3ccccc23)n1 | -15 |
| COCC(C)n1c(C)cc(C(=O)COC(=O)C2=NN(c3ccccc3)C(=O)CC2)c1C (stereo unspecified) | 30 |
| CC1CCCN(C(=O)CSc2nnc(-c3cccnc3)n2C2CCCCC2)C1 (stereo unspecified) | -6 |
| Cc1ccc(NC(=O)c2cc([N+](=O)[O-])ccc2NCc2cccnc2)cc1Cl | 4 |
| COc1ccc2[nH]cc(C(=O)CN3CCN(C4CCCCC4)CC3)c2c1 | 6 |
| CCN(CC)CCCN(Cc1cc2cc3c(cc2[nH]c1=O)OCCO3)C(=O)Nc1ccccc1 | -2 |
| O=S1(=O)CC(N2CCCCC2)C(N2CCCCC2)C1 (stereo unspecified) | -16 |
| Cc1nnc(NCCc2ccccc2)n(N)c1=O | 3 |
| Cc1cccc(Cn2c(=O)c3c(nc4n3CCCN4Cc3ccccc3)n(C)c2=O)c1 | 4 |
| COc1ccc(-c2nnc(C3CCN(S(=O)(=O)c4ccccc4)CC3)o2)cc1 | -1 |
| CC(=O)NCC(=O)OCC(=O)c1ccc(C)cc1 | -4 |
| CCOc1ccc(NS(=O)(=O)c2ccc3c(c2)CCN3C(=O)CCC(=O)O)cc1 | 8 |
| CCOC(=O)C(C)c1nn(C)c(=O)c2ccccc12 (stereo unspecified) | -5 |
| Cc1c(NC(=O)CN2C(=O)c3ccccc3C2=O)c(=O)n(-c2ccccc2)n1C | -3 |
| CCN(CC)S(=O)(=O)c1ccc2[nH]cc(C(=O)NCCc3ccc(OC)c(OC)c3)c(=O)c2c1 | -2 |
| CCOC(=O)c1c(NC(=O)CC)sc(C(=O)N2CCCCC2)c1C | 13 |
| CCOC(=O)c1ccc(NC(=O)COc2ccc(S(=O)(=O)NC(C)CC)cc2)cc1 (stereo unspecified) | -7 |
| COc1cc(C2C(C(C)=O)=C(O)C(=O)N2CCN2CCOCC2)ccc1O (stereo unspecified) | -2 |
| COc1cccc(NC(=O)C2CCN(S(=O)(=O)c3ccc4c(c3)OCCO4)CC2)c1 | 1 |
| CCc1nnc(NC(=O)c2cccc(S(=O)(=O)N3CCc4ccccc43)c2)s1 | 4 |
| CCOC(=O)Cn1c(=O)c2c(nc(N3CCCCC3)n2Cc2ccccc2)n(C)c1=O | 5 |
| COCCOC(=O)C(C#N)c1nc2ccccc2nc1N1CCCC1 (stereo unspecified) | 11 |
| Cc1ccc(-c2cc(-c3cccc(F)c3)n[nH]2)c(O)c1 | 4 |
| Cc1nc2ccccc2c(=O)n1NS(C)(=O)=O | -1 |
| COC(=O)Nc1sc2c(c1C(=O)NC1CC1)CCCCCC2 | -2 |
| O=C(c1cccc(F)c1)N1CCN(C(=O)C2CC2)CC1 | 0 |
| COC(=O)CCC(=O)N1CCOCCOCCN(C(=O)CCC(=O)OC)CCOCCOCC1 | 1 |
| OC[C@@H]1[C@@H](c2ccccc2)C(c2ccc(F)cc2)=NN1c1ccccc1 | -67 |
| CN1CCN(C(=O)c2cc3nc(-c4ccccc4)cc(C(F)(F)F)n3n2)CC1 | -4 |
| N#Cc1cc(N)c(Nc2ccccc2)cc1C#N | 9 |
| COCCn1nnnc1C(c1cc2cc(C)ccc2[nH]c1=O)N1CCCCCC1 (stereo unspecified) | -7 |
| N#Cc1cc(-c2ccccc2)nn1-c1ccccc1 | 17 |
| O=C(O)Cn1c(SC2CCCCC2)nc2ccccc21 | -5 |
| CN(C)CCN1C(=O)C(O)=C(C(=O)c2cc3ccccc3o2)C1c1cccc(Br)c1 (stereo unspecified) | 1 |
| CCc1ccc(NC(=O)N(CCN2CCOCC2)C2CCN(C(C)=O)CC2)cc1 | -7 |

This is a subset; rates above refer to the full screens.
